ELG1 DNA repair: inhibitors of ELG1-dependent DNA repair in HEK293T cells; actives 2.3% (n = 330,000); Potency, µM (doses to about 46.1 µM), for the others: at the highest dose activity change, negative = inhibition, hits mostly inhibitors; HEK293T ELG1-luciferase reporter, luminescence, 16 h; DNA damage induced by 5-fluorouridine; AID 504467; further: potency means the concentration at half of the fitted maximal effect; on the % scale 0 is the no-effect control and ±100 the full control effect; nearly all actives have a fitted effect of over 55% in size
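HEK293T cells expressing luciferase-tagged ELG1 (2,000/well) received 5-Fluorouridine plus compound or DMSO for 16 hr at 37 °C. Luciferase was read by ONE-Glo luminescence after 30 min at room temperature.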
S-ASM inh: blocks human secretory acid sphingomyelinase. P17405. placental ASM, HMU-PC fluorogenic substrate, 60 min. Potency, µM (highest dose often 57.5 µM), for inactives: at the top dose activity change, negative = inhibition, hits mostly inhibitors. actives 0.006% (n = 340,000); further: potency means the concentration at half of the fitted maximal effect
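Fluorogenic HMU-PC substrate (9 uM final) is turned over by placental ASM in 60 min at 37 C after a 10 min compound preincubation. Reaction ended by alkaline stop (pH 10), with fluorescence read at 386/447 nm.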
Tb PFK block: T. brucei PFK enzyme inhibition. O15648. T. brucei PFK, ADP-Glo luminescence. Potency, µM (doses to about 57.5 µM), for the others: at the top dose activity, negative = inhibition, most hits filed as inhibitors. actives 0.17% (n = 330,000). AID 485367;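 further: potency means the concentration at half of the fitted maximal effect; 0% = uninhibited 1x PFK enzyme wells and -100% = no-enzyme wells; nearly all actives have a fitted effect of over 60% in size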
Target sequence (O15648 whole entry, looked up): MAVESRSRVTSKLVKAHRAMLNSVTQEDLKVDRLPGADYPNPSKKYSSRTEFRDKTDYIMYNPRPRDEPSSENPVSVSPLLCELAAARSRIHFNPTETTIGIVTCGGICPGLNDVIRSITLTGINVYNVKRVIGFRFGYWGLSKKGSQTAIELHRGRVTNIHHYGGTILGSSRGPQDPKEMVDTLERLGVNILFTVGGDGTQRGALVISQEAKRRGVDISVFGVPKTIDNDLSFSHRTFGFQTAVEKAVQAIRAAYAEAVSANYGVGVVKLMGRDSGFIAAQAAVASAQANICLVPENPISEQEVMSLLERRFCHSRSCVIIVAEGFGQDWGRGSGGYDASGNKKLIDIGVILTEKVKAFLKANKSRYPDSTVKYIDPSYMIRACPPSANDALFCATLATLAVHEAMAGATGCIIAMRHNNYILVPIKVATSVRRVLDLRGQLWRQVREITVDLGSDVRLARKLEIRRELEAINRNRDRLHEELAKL
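In TEA buffer at pH 8.0 with 5 mM MgCl2, enzyme (1.25 nM) converted F6P (0.5 mM) and ATP (0.1 mM) for 45 min at room temperature. ADP product was read by luciferase luminescence.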
TSG101-PTAP inh: blocks PTAP/TSG101 interaction to inhibit HIV-1 budding; Q99816; Fluorescence polarization, FITC-PTAP peptide / Tsg101 binding; Potency, µM (series often up to 115 µM), inactives show at the highest dose activity change, negative = inhibition, most hits filed as inhibitors; 340,000 tested, under 10 active; active means well fitted inhibition curve with a large enough effect in the main read-out, with a control signal flat, not every such curve was filed as active; inconclusive means small, poorly fitted or top-dose-only effect, or effect the other way, or a change in a side signal; inactive means no such curve, though single readings can be large or run the other way; further: potency means the concentration at half of the fitted maximal effect; % of control where 0% means no effect
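Compounds were pin-transferred onto Tsg101 binding domain (10 uM final) in HEPES pH 7.5 buffer, then FITC-PTAP peptide was added at 50 nM final. After 20 min at RT, polarization reported peptide displacement across a qHTS concentration series.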
TSHR antagonist: antagonists of human thyroid stimulating hormone receptor; P16473; TSHR-expressing cells, TSH-stimulated cAMP HTRF, 2 h; active compounds read low; activity change, negative = inhibition, % at 11.5 µM; actives 0.2% (n = 330,000); AID 504810;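 active means activity change below a set negative limit, meaning inhibition stronger than a set level, cut at about -70% in these data; inconclusive means activity change between two set negative limits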; further: on the % scale 0 is the no-effect control and ±100 the full control effect
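Cell-based HTRF cAMP assay; TSHR cells + compound, TSH EC80 (4nM final), 2 h, 37 deg C. Lysis with anti-cAMP cryptate and cAMP-d2, 30 min RT, read 665/620 nm.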
Eya2 phos inh: blocks the phosphatase activity of human Eya2; AID 488837; O00167; Potency, µM (highest dose often 76.9 µM), without a hit: at the highest dose activity, negative = inhibition, usual class: inhibitors; actives 0.006% (n = 330,000); recombinant Eya2, OMFP fluorescence dephosphorylation (OMFP is methylfluorescein phosphate); further: potency means the concentration at half of the fitted maximal effect; on the % scale 0 is the no-effect control and ±100 the full control effect
Target sequence (O00167 whole entry, looked up): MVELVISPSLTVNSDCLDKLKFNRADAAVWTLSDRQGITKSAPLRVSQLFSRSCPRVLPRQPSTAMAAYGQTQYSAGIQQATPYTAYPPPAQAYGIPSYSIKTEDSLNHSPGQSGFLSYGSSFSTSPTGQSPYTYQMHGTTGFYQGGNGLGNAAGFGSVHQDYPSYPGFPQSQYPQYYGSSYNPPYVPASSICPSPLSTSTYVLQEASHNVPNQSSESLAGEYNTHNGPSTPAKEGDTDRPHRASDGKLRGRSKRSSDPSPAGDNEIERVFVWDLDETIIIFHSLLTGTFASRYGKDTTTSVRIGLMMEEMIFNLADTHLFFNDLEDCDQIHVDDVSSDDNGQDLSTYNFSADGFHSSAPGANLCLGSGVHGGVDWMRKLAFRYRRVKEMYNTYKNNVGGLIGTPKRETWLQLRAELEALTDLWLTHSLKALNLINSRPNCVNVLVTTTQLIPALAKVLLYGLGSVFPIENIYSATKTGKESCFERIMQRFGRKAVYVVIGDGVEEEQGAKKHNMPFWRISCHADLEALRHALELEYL
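Eya2 (0.2 uM) preincubated 10 min at ambient with compound, then OMFP substrate added at 50 uM; 10 min reaction in 50 mM HEPES pH 7.5, 50 mM NaCl, 5 uM MgCl2, 0.05% BSA, 1 mM DTT. Fluorescence read at Ex 485/Em 525 nm.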
a7 integrin act: activates integrin-mediated alleviation for muscular dystrophy; alpha7betagal myoblasts, beta-gal FDG fluorescence, 48 h; actives 0.064% (n = 350,000); Potency, µM (series often up to 38.3 µM), for the others: at the top dose activation, most hits filed as activators;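 further: potency means the concentration at half of the fitted maximal effect; 100% = response of the positive control SU9516; nearly all actives have a fitted effect of over 60% in size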
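Alpha7betagal+/- myoblasts (passage 13) were plated 16-24 hr, then exposed to compounds (1:260 dilution of DMSO stock) for 48 hours at 37C. After MPER lysis, β-galactosidase reporter activity was read as FDG fluorescence (ex 480/em 540) after 30 minutes.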
AT treatment: candidate therapy for ataxia-telangiectasia; […] A-T fibroblasts, KAP-1 phosphorylation AlphaLISA; neocarzinostatin DNA damage 30 min before lysis; Potency, µM (highest dose often 57.5 µM), for the others: top-dose activation, usual class: activators; actives 0.19% (n = 320,000); further: potency means the concentration at half of the fitted maximal effect; % of control where 0% means no effect; nearly all actives have a fitted effect of over 45% in size
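ATM-like activity read as KAP-1 phosphorylation via AlphaLISA donor/acceptor antibody pairs after lysis and 6 hr at 25C. Cells were ATM-null patient fibroblasts ([…], hTERT), dosed 60 min, then exposed to the DSB inducer NCS for 30 min.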
BCR signal inh: chronic active BCR signaling inhibition; ABC-DLBCL IkBa-CBG/CBR reporter, luminescence ratio, 4 h; Potency, µM (series often up to 46.1 µM), for inactives: top-dose ratio change, negative = lower green/red ratio, actives largely listed as inhibitors; actives 0.05% (n = 340,000); AID 493014; active means well fitted inhibition curve with a large enough effect in the signal ratio, with a control signal flat, not every such curve was filed as active; inconclusive means small, poorly fitted or top-dose-only effect, or effect the other way, or a change in a side signal; the % refers to the signal ratio;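 further: potency means the concentration at half of the fitted maximal effect; plate controls were basal doxycycline-induced cells for no effect and cells given 10 µM MG132 for full effect; MG132 reads +100%, hits lower the ratio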
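Doxycycline induced both beetle luciferases in TMD8 lymphoma cells; IKK-driven degradation limits the IkappaBalpha-fused green signal, while red luminescence normalises for cell number and nonspecific effects. Compounds tested up to 46 uM, 4 hrs.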
TCR act: activates T cell receptor signaling; primary human leukocytes, anti-CD3, IL-2 HTRF, 48 h; Potency, µM (highest dose often 9.22 µM), without a hit: at the top dose activation of IL-2 secretion, hits mostly activators; 330,000 tested, under 10 active; AID 504894; further: % of control where 0% means no effect
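48 hr co-incubation of compounds, a-CD3 beads and primary human leukocytes; IL-2 quantified homogeneously by HTRF with anti-IL-2 K and d2 conjugates.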
Mito fusion act: blocks mitochondrial division or promotes mitochondrial fusion | Potency, µM (top dose mostly 46.1 µM), inactives show at the highest dose growth rescue (activation), usual class: activators | actives 0.23% (n = 320,000) | AID 485298 | S. cerevisiae fusion-defective mutant growth rescue, CellTiterGlo 48 h;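 further: potency means the concentration at half of the fitted maximal effect; % of control where 0% means no effect; nearly all actives have a fitted effect of over 45% in size; temperature-sensitive fusion mutants such as fzo1-1 at 37 °C on non-fermentable ethanol glycerol medium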
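Growth-rescue viability read-out: after 48 h at the non-permissive 37C in glycerol/ethanol YPEG, yeast mitochondrial fusion mutants are measured by CellTiterGlo luminescence; compounds (23 nl pinned per well) restoring growth score as division inhibitors or fusion activators.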
Starred values were filed as active, the others as inactive; ? = inconclusive; . = not tested or not shown; [ ] = dose if it differs, or a comment. Unless noted, the call rests on the fitted dose curve; in most records, active means well fitted curve in the direction sought with a large enough effect; inconclusive means small, poorly fitted or top-dose-only effect, or another doubt; inactive means no such curve, though single readings can be large; an effect the other way counts as inactive or inconclusive.

SMILES	ELG1 DNA repair	S-ASM inh	Tb PFK block	TSG101-PTAP inh	TSHR antagonist	Eya2 phos inh	a7 integrin act	AT treatment	BCR signal inh	TCR act	Mito fusion act
Cc1ccc(NC(=O)C(=O)N2CCCC2)cc1Cl	?	-1%	-4%	-8%	0	2%	0%	5%	?	1%[46.1 µM]	2%
COc1ccc(N2C(=O)CC(N(CCc3ccccc3)C(=O)c3ccccc3)C2=O)cc1 (stereo not given)	19%	-1%	8%	-1%	12	-6%	-10%	22%	-5%	3%	10%
CC(=O)Nc1ccc(C(=O)N2CCN(C(=O)c3ccco3)CC2)cc1	22%	1%	4%	-10%	2	12%	-5%	-4%	?	8%	-2%
Nc1nc(SCC(=O)OCc2ccccc2)[nH]c(=O)c1NC(=O)c1ccco1	6%	3%	0%	-1%	9	4%	21%	7%	12%	7%	-1%
CN(C(=O)c1ccc(Br)o1)C1CCCCC1	?	2%	2%	-1%	-4	-3%	4%	8%	?	-5%	2%
N#Cc1cc(N)ccc1Sc1ccc(Cl)cc1	-2%	15%	-3%	-1%	-18	-10%	-28%	9%	-2%	8%	7%
O=c1[nH]c(=O)n(-c2ccc(F)cc2)c2c1C(C(F)(F)F)(C(F)(F)F)N=C(c1ccc(F)cc1)N2	?	.	-4%	-2%	-36	6%	-54%[inhibitor]	2%	0%	0%[46.1 µM]	-6%
O=C(CN1CCN(c2nc(-c3ccccc3)cs2)CC1)NNC(=O)c1ccc(Br)cc1	?	0%	0%	-6%	-10	-6%	6%	-2%	-14%	-3%	-1%
O=C(O)c1ccc2c(=O)n(-c3ccc(F)cc3)c(=S)[nH]c2c1	7%	37%[activator]	3%	-3%	3	-5%	43%	7%	3%	3%	1%
CCOC(=O)Cn1c(=O)oc2cc(S(=O)(=O)N3CCC(N4CCCCC4)CC3)ccc21	19%	5%	1%	0%	7	1%	2%	3%	-7%	0%	-1%
CCCn1nc(NC(=O)C(C)(C)C)c2cc3cc(OC)ccc3nc21	-22%	463%[activator]	2%	-9%	-12	0%	?	32%	?	-2%	-1%
O=C(O)c1ccc(C=NNC(=O)c2ccccc2NS(=O)(=O)c2cccs2)cc1	?	4%	-1%	1%	-6	-1%	4%	2%	-1%	-3%	.
COc1ccc(C)cc1NC(=O)NNC(=O)C(C)Oc1ccc(F)cc1Cl (stereo not given)	-22%	0%	1%	-2%	0	4%	0%	0%	?	2%	9%
O=C(Cn1c(=O)n(CC(=O)N2CCCCC2)c(=O)c2sccc21)NCc1ccccc1	2%	1%	-1%	-4%	1	-5%	5%	-16%	-1%	-1%	1%
CC1CC(=O)Nc2ccccc2N1S(=O)(=O)c1ccc(Br)cc1 (stereo not given)	3%	1%	-4%	-8%	17	3%	21%	-7%	-12%	-2%	-5%
COc1ccc(N2Cc3ccccc3/C2=N\C(=O)Nc2ccccc2)cc1	12%	-3%	3%	0%	-8	7%	-30%	1%	-9%	4%	13%
Cc1nn(CC(=O)Nc2ccc3c(c2)nc2n3CCN(C3CCCCC3)C2)c(=O)c2ccccc12	-2%	11%	-3%	-2%	0	-6%	4%	0%	7%	7%	2%
COc1cccc(CN(C(=O)c2cnccn2)C(C(=O)NC2CCCCC2)c2cc(OC)c(OC)c(OC)c2)c1 (stereo not given)	0%	-1%	1%	-2%	-2	2%	25%	3%	-4%	-3%	2%
Cc1cc(C)c2c(n1)nn1c(-n3ccnc3)cc(C)nc21	-11%	251%[activator]	0%	-6%	11	14%	0%	-3%	-3%	-1%	11%
CC1Cc2cc(/C(O)=C3/C(=O)C(=O)N(CCN4CCOCC4)C3c3cccc(Cl)c3)ccc2O1 (stereo not given)	?	1%	-3%	-2%	8	-1%	-14%	-2%	6%	-6%	0%
Nc1nnnn1N=C1CCCCC1	1%	1%	7%	1%	5	15%[15.4 µM]	11%	4%	2%	-1%	-4%
Cc1csc(Nc2ccc(Cl)cc2)[n+]1-c1ccc(Cl)cc1	-10%	-8%	6%	-1%	-17	-5%	13%	-4%	?	-2%	2%
CCCn1nc(C(=O)Nc2ccc3c(c2)OCCO3)c2ccccc2c1=O	?	-3%	3%	-2%	-21	-15%	-20%	4%	?	-1%	4%
CCCC(C)NC(=O)COc1ccc(Sc2ccc(OCC(=O)NC(C)CCC)cc2)cc1 (stereo not given)	-5%	1%	0%	1%	-15	-9%	-7%	-2%	6%	5%[46.1 µM]	-1%
Cn1c(CSCc2ccccc2)nnc1SCC(=O)Nc1ccc(C(=O)O)cc1	14%	4%	-6%	-6%	-2	14%	31%	-4%	7%	-20%	-5%

Entries shown so far that contain fluorine, in the order listed:
SMILES	ELG1 DNA repair	S-ASM inh	Tb PFK block	TSG101-PTAP inh	TSHR antagonist	Eya2 phos inh	a7 integrin act	AT treatment	BCR signal inh	TCR act	Mito fusion act
O=c1[nH]c(=O)n(-c2ccc(F)cc2)c2c1C(C(F)(F)F)(C(F)(F)F)N=C(c1ccc(F)cc1)N2	?	.	-4%	-2%	-36	6%	-54%[inhibitor]	2%	0%	0%[46.1 µM]	-6%
O=C(O)c1ccc2c(=O)n(-c3ccc(F)cc3)c(=S)[nH]c2c1	7%	37%[activator]	3%	-3%	3	-5%	43%	7%	3%	3%	1%
COc1ccc(C)cc1NC(=O)NNC(=O)C(C)Oc1ccc(F)cc1Cl (stereo not given)	-22%	0%	1%	-2%	0	4%	0%	0%	?	2%	9%

Next section:
SMILES	ELG1 DNA repair	S-ASM inh	Tb PFK block	TSG101-PTAP inh	TSHR antagonist	Eya2 phos inh	a7 integrin act	AT treatment	BCR signal inh	TCR act	Mito fusion act
CCc1nnc(NC(=O)CCC(=O)Nc2ccccc2)s1	-17%	0%	0%	-3%	-1	9%	3%	-1%	-2%	4%	-7%
Clc1ccc(-c2cc(C3CCNCC3)[nH]n2)c(Cl)c1	-15%	-5%	-1%	-2%	-8	8%	-64%[inhibitor]	-2%	?	-5%	-2%
CCN(c1ccccc1)S(=O)(=O)c1ccc(C(=O)N(CCN(C)C)c2nc3c(F)cc(F)cc3s2)cc1	-1%	.	3%	.	-5	8%	.	0%	0%	.	-2%
Cc1cc(NC(=O)c2ccc3c(c2)C(=O)N(Cc2cccnc2)C3=O)no1	10%	1%	-8%	-10%	.	-2%	?	14%	6%	-1%	7%
O=C(NCC(=O)N1CCN(Cc2ccc3c(c2)OCO3)CC1)c1ccccc1F	2%	1%	-1%	-2%	-6	5%	0%	8%	?	-2%[46.1 µM]	.
CC(OC(=O)CC1CC2CCC1C2)C(=O)Nc1cccc(S(=O)(=O)N2CCOCC2)c1 (stereo not given)	-11%	-4%	12%	1%	1	22%	-12%	-7%	-18%	-1%	-4%
CCOC(=O)c1c(NC(=O)C2=C(C)NC(=S)NC2c2ccc(F)cc2F)sc(C)c1C (stereo not given)	?	16%	-1%	9%	-4	-1%	19%	6%	7%	-4%[46.1 µM]	?
Cc1ccc(C(=O)NC2c3ccccc3-c3ccccc32)cc1	?	0%	-3%	-3%	9	-30%	-11%	1%	-21%	-1%[46.1 µM]	1%
Cc1c(NC(=O)CSc2nnnn2C)c(=O)n(-c2ccccc2)n1C	11%	3%	4%	-1%	-7	-12%	-23%	7%	0%	-4%	-4%

Exported field by field: 2 of the compounds above.
Cc1cc(NC(=O)c2ccc3c(c2)C(=O)N(Cc2cccnc2)C3=O)no1
- ELG1 DNA repair = 10%
- S-ASM inh = 1%
- Tb PFK block = -8%
- TSG101-PTAP inh = -10%
- TSHR antagonist = .
- Eya2 phos inh = -2%
- a7 integrin act = ?
- AT treatment = 14%
- BCR signal inh = 6%
- TCR act = -1%
- Mito fusion act = 7%
O=C(NCC(=O)N1CCN(Cc2ccc3c(c2)OCO3)CC1)c1ccccc1F
- ELG1 DNA repair = 2%
- S-ASM inh = 1%
- Tb PFK block = -1%
- TSG101-PTAP inh = -2%
- TSHR antagonist = -6
- Eya2 phos inh = 5%
- a7 integrin act = 0%
- AT treatment = 8%
- BCR signal inh = ?
- TCR act = -2%[46.1 µM]
- Mito fusion act = .

Source: PubChem (National Center for Advancing Translational Sciences (NCATS))

An unsorted share of the library (roughly 3.2% active in at least one column).
